Dynein cargo inh: inhibitors of GR-EGFP nuclear translocation, primary screen, dynein cargo transport inhibitor project, imaging, high-content, 3617.4 mouse cells; test concentration mostly 20 µM; stimulated with dexamethasone, 1 µM; active compounds read low; z-score, hits read low; 220,000 tested, 0.47% active; AID 1381, 2008;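 active means plate z-score of nuclear minus cytoplasmic receptor signal below a set negative limit, without overly bright fluorescence or cell loss, cut at about -3.5 in these data, passing the limit was not always enough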;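 further: z-score of nuclear minus cytoplasmic ring GR-EGFP intensity difference per well; some compounds called inactive have numbers as strong as hits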
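Buffer or medium: tet-free, stripped-serum medium; Also added: dexamethasone, 1.0 µM final; Technique: high-content fluorescence imaging after fixation; Times: 48 h induction, 1 h compound, 30 min dex at 37 °C; Read-out: per-cell GR-EGFP intensity, nucleus versus surrounding cytoplasmic ring, well-averaged.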
M1AAP inhibition: P. falciparum M1AAP inhibitors, biochemical, fluorogenic H-Leu-NHMec substrate, 1536-well (AID 1445). recombinant M1AAP, H-Leu-NHMec fluorogenic kinetic assay; higher % means a stronger effect. one-dose inhibition, % at 30 µM; IC50 in µM for titrated hits. 220,000 tested, 0.42% active. Aminopeptidase N (Plasmodium falciparum (isolate 3D7));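 active means primary inhibition above the hit cutoff, then over 50% inhibition at one or more dose response concentrations, cut at about 23% in these data, passing the limit was not always enough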;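 further: plate controls were DMSO full reaction for no effect and no enzyme background for full effect; strong numbers were not always called active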
M17LAP inhibition: P. falciparum M17LAP inhibitors, primary screen, biochemical, fluorogenic H-Leu-NHMec substrate, 1536-well (AID 1619) | Leucine aminopeptidase (Plasmodium falciparum (isolate 3D7)) | recombinant M17LAP, H-Leu-NHMec fluorogenic kinetic assay; higher % means a stronger effect | inhibition, % at 30 µM; hits with a dose series show IC50 in µM | 220,000 tested, 0.38% active;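 active means compound inhibiting the enzyme by more than half at any dose during confirmatory dose-response retesting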;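 further: plate controls were full reaction with DMSO carrier for no effect and no enzyme background for full effect; strong numbers were not always called active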
Siah-1 displacement: Siah-1 peptide-binding antagonists, primary screen, biochemical, fluorescence polarization, rhodamine-plectin, uHTS (AID 1817) | displacement, % at 20 µM; hits with a dose series show IC50 in µM | E3 ubiquitin-protein ligase SIAH1 (Homo sapiens) | 290,000 tested, 0.02% active | Siah-1 / rhodamine-plectin peptide fluorescence polarization; higher % means a stronger effect;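 active means displacement of at least 50% at 20 µM, with a fluorescence ratio check between 0.3 and a set limit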;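 further: plate controls were Siah plus tracer with DMSO for no effect and tracer alone without Siah for full effect; strong numbers were not always called active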
PMI inhibition: human PMI inhibitors, high substrate, primary screen, biochemical, fluorescence intensity, high mannose 6-phosphate (AID 1220); Mannose-6-phosphate isomerase (Homo sapiens); recombinant PMI enzyme, coupled fluorescence intensity; higher % means a stronger effect; inhibition, % at 20 µM, or IC50 in µM where a hit was titrated; 190,000 tested, 0.66% active
PMI inhibitors: inhibitors of human PMI, primary screen, biochemical, fluorescence intensity, coupled assay (AID 1209); purified PMI enzyme, coupled fluorescence intensity; higher % means a stronger effect; inhibition, % at 20 µM, or IC50 in µM where a hit was titrated; 190,000 tested, 0.42% active;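 further: plate controls were DMSO vehicle for no effect and wells lacking substrate for full effect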
LYP phosphatase: inhibitors of LYP phosphatase, biochemical, fluorescence intensity, uHTS (AID 1779) | Tyrosine-protein phosphatase non-receptor type 22 (Homo sapiens) | recombinant LYP phosphatase, fluorescence intensity; higher % means a stronger effect | inhibition, % at 11.5 µM; hits with a dose series show IC50 in µM | 290,000 tested, 0.054% active;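 further: plate controls were vehicle with enzyme for no effect and no enzyme for full effect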
AID2073: inhibitors of Mint1-CaV2.2 protein interaction, biochemical, HTRF (AID 2073); Voltage-dependent N-type calcium channel subunit alpha-1B (Homo sapiens); HTRF protein-protein interaction, Mint1-CaV2.2; higher % means a stronger effect; inhibition, % at 20 µM; hits with a dose series show IC50 in µM; 290,000 tested, 0.19% active; in the data active means inhibition mostly above about 51%, no sharp cut-off; further: some results filed as inactive read as strong as hits
XIAP antagonists: XIAP antagonists, biochemical, IAP family, fluorescence polarization (AID 1018); E3 ubiquitin-protein ligase XIAP (Homo sapiens); XIAP BIR domain, fluorescence polarization peptide displacement; higher % means a stronger effect; displacement, % at 20 µM, or IC50 in µM where a hit was titrated; 200,000 tested, 0.007% active; in the data active means displacement above about 50%; further: a part of the inactive calls stands beside numbers as strong as those of hits
Dynein cargo inh cytoplasmic EGFP: second read-out of Dynein cargo inh, no call of its own (marks repeat the call); z-score; measured here: cytoplasmic GR-EGFP intensity; active compounds read high
Dynein cargo inh nuclear GR-EGFP: recorded beside Dynein cargo inh, whose call it bears; z-score; measured here: nuclear GR-EGFP intensity;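 lower value marks the stronger effect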
Dynein cargo inh cell count: also measured in Dynein cargo inh; calls as there; z-score; measured here: cell count per field
* = called active by the depositor; · = no result given. Unless noted, no stated cut-off is given here; in the data, active means inhibition above about 50%; inactive means the rest.

SMILES	Dynein cargo inh	Dynein cargo inh cytoplasmic EGFP	Dynein cargo inh nuclear GR-EGFP	Dynein cargo inh cell count	M1AAP inhibition	M17LAP inhibition	Siah-1 displacement	PMI inhibition	PMI inhibitors	LYP phosphatase	AID2073	XIAP antagonists
O=C(/C=C/c1ccc([N+](=O)[O-])s1)N1CCCC1	-1	-0.057	-0.53	-0.43	8%	7%	2%	0%	-18%	-2%	-4%	-6.4%
Cc1cnn(Cc2cccnc2)c1N	0.26	0.27	0.82	-0.086	-5%	-4%	1%	·	·	-7%	9%	·
O=C(c1ccccc1Br)N1CCCC(c2nc(-c3cccs3)no2)C1 (stereo unspecified)	-0.98	-0.31	-0.0079	0.7	12%	0%	1%	10%	12%	-1%	2%	-4.0%
Cc1ccc(NC(=O)CSc2nc(N)cc(=O)[nH]2)cc1Cl	1.6	-0.067	1.4	-1.5	9%	12%	-2%	-3%	-2%	3%	-1%	-5.2%
COc1ccc(-c2cc(-c3n[nH]c(=S)n3-c3ccccc3Cl)[nH]n2)cc1	-0.29	-0.2	0.0051	-0.18	3%	3%	2%	12%	10%	-7%	10%	-3.8%
CC(C)(C)c1ccc(C(=O)NNC(=O)Cc2ccccc2)cc1	0.19	-0.078	0.078	0.1	0%	10%	-2%	-9%	-3%	-12%	-9%	-8.7%
Cn1c(=O)c2c(nc(N3CCCCCC3)n2CC(O)COc2ccc(Cl)cc2)n(C)c1=O (stereo unspecified)	1	-0.081	0.95	-1.1	0%	0%	-4%	18%	8%	-1%	-2%	-4.9%
CCCCOC(=O)/C(=C/C=C/c1ccccc1)NC(=O)c1ccccc1	-0.073	-0.23	-0.11	0.45	3%	-11%	-3%	8%	1%	3%	7%	-6.9%
Cc1cccc(-c2nnc(SCc3cc(=O)[nH]c4ccccc34)n2C)c1	1.3	-0.13	0.55	-0.2	0%	6%	-4%	-6%	-7%	-7%	-11%	1.4%
CCOC(=O)C1=C(C)NC(C)=C(C(=O)OCC)C1c1cccs1	-0.23	-0.23	0.051	0.16	-1%	-4%	-4%	9%	17%	-1%	5%	1.5%
COc1cccc(/C(O)=C2/C(=O)C(=O)N(Cc3cccnc3)C2c2ccco2)c1 (stereo unspecified)	-0.35	-0.23	-0.36	0.86	5%	8%	0%	-13%	-10%	-9%	10%	-5.2%
O=C(CSc1n[nH]c(=O)n1Cc1ccco1)Nc1ccccc1Cl	0.5	-0.24	0.68	0.1	-4%	1%	-6%	·	·	-10%	1%	·
Cc1ccc(N=Cc2c(O)cc(C)oc2=O)c(C)c1	0.17	-0.27	0.37	0.2	1%	4%	2%	8%	-3%	-9%	5%	-4.0%
CC(C)NC(=O)CN1CCN(Cc2nc(C(c3ccccc3)c3ccccc3)no2)CC1	-0.83	-0.32	-0.21	1	·	·	0%	9%	6%	-3%	-1%	-10%
CC(=O)Nc1nonc1NC(=O)CSc1nc2ccccc2o1	-0.19	-0.29	0.0023	-0.3	-3%	-233%	-4%	-5%	-20%	-12%	9%	-5.7%
CC1=NN(C(C#N)c2ccccc2)C(C)(C)C1 (stereo unspecified)	0.61	-0.31	0.86	0.089	·	·	-2%	-3%	1%	-6%	-4%	-10%
COc1ccccc1CCNS(=O)(=O)c1c(C)n(C)c(=O)n(C)c1=O	-0.97	-0.18	-0.55	0.72	8%	-7%	1%	-3%	-1%	-8%	2%	-3.5%
Nc1n[nH]c(CO)n1	1.1	-0.19	0.29	-0.61	5%	-6%	3%	·	·	-2%	9%	·
Cn1c(Cc2ccccc2)nnc1SCC(=O)Nc1cccc(S(=O)(=O)NC2=NCCCCC2)c1	0.33	-0.32	0.47	1	1%	10%	2%	1%	5%	-8%	1%	-3.5%
O=C(c1cc2sccc2n1Cc1ccccc1)N1CCN(c2nc3ccccc3s2)CC1	-0.66	-0.13	-1.1	-0.4	10%	0%	3%	3%	6%	9%	10%	-1.8%
Cc1nc(C(=O)N2CCc3c([nH]c4ccccc34)C2c2cc(F)ccc2F)cs1 (stereo unspecified)	0.23	-0.22	0.36	-0.54	2%	4%	2%	16%	16%	-2%	48%	-5.6%
COc1ccc(CNC(=O)CCc2c(C)nc3cc(-c4ccccc4OC)nn3c2C)cc1	0.54	-0.21	0.93	-0.64	16%	0%	2%	·	·	1%	20%	·
CCOC(=O)c1oc2cc(OCC(N)=O)ccc2c(=O)c1-c1ccc(OC)c(OC)c1	-0.45	-0.26	-0.31	0.53	11%	8%	1%	-13%	4%	-7%	5%	-4.1%
C=CCNC(=S)NNC(=O)c1ccccc1	-0.11	-0.23	-0.23	0.24	0%	-8%	4%	8%	11%	-4%	-8%	-1.2%

The final four entries of the section above open the next one.
SMILES	Dynein cargo inh	Dynein cargo inh cytoplasmic EGFP	Dynein cargo inh nuclear GR-EGFP	Dynein cargo inh cell count	M1AAP inhibition	M17LAP inhibition	Siah-1 displacement	PMI inhibition	PMI inhibitors	LYP phosphatase	AID2073	XIAP antagonists
Cc1nc(C(=O)N2CCc3c([nH]c4ccccc34)C2c2cc(F)ccc2F)cs1 (stereo unspecified)	0.23	-0.22	0.36	-0.54	2%	4%	2%	16%	16%	-2%	48%	-5.6%
COc1ccc(CNC(=O)CCc2c(C)nc3cc(-c4ccccc4OC)nn3c2C)cc1	0.54	-0.21	0.93	-0.64	16%	0%	2%	·	·	1%	20%	·
CCOC(=O)c1oc2cc(OCC(N)=O)ccc2c(=O)c1-c1ccc(OC)c(OC)c1	-0.45	-0.26	-0.31	0.53	11%	8%	1%	-13%	4%	-7%	5%	-4.1%
C=CCNC(=S)NNC(=O)c1ccccc1	-0.11	-0.23	-0.23	0.24	0%	-8%	4%	8%	11%	-4%	-8%	-1.2%
CCOC(=O)N1CCN(C(=O)c2ccc(CN(c3ccc(C)c(C)c3)S(C)(=O)=O)cc2)CC1	0.42	-0.19	0.24	0.56	0%	-12%	1%	5%	1%	-10%	-1%	-6.2%
O=C(CN1CCCc2ccccc21)Nc1ccc(F)cc1[N+](=O)[O-]	0.51	-0.34	0.19	-0.89	4%	3%	3%	4%	-2%	0%	-12%	-3.8%
Cc1cc(C)cc(NC(=S)N2CCN(c3ncccn3)CC2)c1	1.8	0.083	1.2	-1.5	0%	-7%	-1%	-9%	2%	-8%	-17%	-1.8%
Nc1ccc(C(=O)OCC(=O)NC2CC2)cc1[N+](=O)[O-]	-1.3	-0.36	-0.52	0.87	23%	-4%	18%	-5%	-6%	-4%	33%	-3.0%
C/C(=N\NC(=O)c1cc(C2CC2)nc2ccccc12)c1ccc(C)s1	0.37	-0.25	0.48	-0.72	3%	-4%	3%	-21%	-15%	3%	-5%	-9.2%
CSc1nc2ccccc2n1CC(=O)N1CCCCC1	1.6	-0.23	0.29	0.004	4%	-1%	-2%	9%	11%	-7%	6%	-1.5%
COC(=O)C1=C(C)N(c2ccc(S(N)(=O)=O)cc2)C(=O)C1	-0.82	-0.27	-0.44	0.62	2%	-2%	2%	8%	2%	-1%	-4%	-3.0%
Cc1cccc(N2CCN(C(=O)C3COc4ccccc4O3)CC2)c1C (stereo unspecified)	-0.78	-0.28	-0.4	0.73	4%	-4%	0%	7%	15%	6%	-7%	-5.6%
Cc1ccnc(N2CCCC(C(=O)NCc3cccs3)C2)n1 (stereo unspecified)	-1.1	-0.18	-0.33	0.42	4%	14%	-1%	-4%	0%	4%	4%	-14%
O=C(COC(=O)c1ccc(F)c(S(=O)(=O)N2CCCCC2)c1)NCc1ccc(F)cc1	-0.08	-0.29	-0.11	-0.6	0%	-6%	0%	-2%	-4%	6%	13%	-9.2%
COc1ccc(-c2nnn(Cc3ccccc3F)n2)cc1	-0.44	-0.23	-0.42	0.91	10%	-2%	-6%	9%	-3%	4%	1%	-3.1%
CCc1c(C)nc(SCC(=O)Nc2ccc3c(c2)OCCO3)[nH]c1=O	1.4	-0.093	0.65	-0.77	-1%	10µM*	1%	21%	10%	0%	-1%	-6.9%
CCC1CCCCN1S(=O)(=O)c1ccc(C(=O)Nc2nnc(-c3cccs3)o2)cc1 (stereo unspecified)	0.69	-0.21	0.6	-0.18	-16%	11%	-3%	-31%	-22%	8%	8%	-3.9%

5 successive compounds from above, for reference:
SMILES	Dynein cargo inh	Dynein cargo inh cytoplasmic EGFP	Dynein cargo inh nuclear GR-EGFP	Dynein cargo inh cell count	M1AAP inhibition	M17LAP inhibition	Siah-1 displacement	PMI inhibition	PMI inhibitors	LYP phosphatase	AID2073	XIAP antagonists
Cc1ccnc(N2CCCC(C(=O)NCc3cccs3)C2)n1 (stereo unspecified)	-1.1	-0.18	-0.33	0.42	4%	14%	-1%	-4%	0%	4%	4%	-14%
O=C(COC(=O)c1ccc(F)c(S(=O)(=O)N2CCCCC2)c1)NCc1ccc(F)cc1	-0.08	-0.29	-0.11	-0.6	0%	-6%	0%	-2%	-4%	6%	13%	-9.2%
COc1ccc(-c2nnn(Cc3ccccc3F)n2)cc1	-0.44	-0.23	-0.42	0.91	10%	-2%	-6%	9%	-3%	4%	1%	-3.1%
CCc1c(C)nc(SCC(=O)Nc2ccc3c(c2)OCCO3)[nH]c1=O	1.4	-0.093	0.65	-0.77	-1%	10µM*	1%	21%	10%	0%	-1%	-6.9%
CCC1CCCCN1S(=O)(=O)c1ccc(C(=O)Nc2nnc(-c3cccs3)o2)cc1 (stereo unspecified)	0.69	-0.21	0.6	-0.18	-16%	11%	-3%	-31%	-22%	8%	8%	-3.9%

Compound activity deposited in PubChem by several laboratories.
